# Source: PubChem BioAssay
# tim23-1 inh – inhibits growth of tim23-1 mutant yeast; 330,000 tested, 1.3% active; S. cerevisiae tim23-1 growth, BacTiter-Glo luminescence, 24 h; inhibition, % at 20 µM; AID 463212;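 active = growth inhibition of the mutant yeast at or above 50%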;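 also: temperature-sensitive mutant grown at 25 °C; plate controls were DMSO-treated mutant yeast for no effect and medium wells lacking yeast for full effect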
# TIM10 inh – inhibits growth of TIM10 yeast strain. S. cerevisiae TIM10 strain growth, BacTiter-Glo luminescence, 24 h. inhibition, % at 10 µM. 330,000 tested, 1.4% active;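 active = inhibition of 40% or more at the single tested concentration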;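 also: wild-type TIM10 isogenic control strain grown at permissive 25 °C; 0% = DMSO yeast wells and 100% = minimal medium wells without yeast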
# Jurkat NFkB inh – inhibitors of the PMA/ionomycin-induced NF-kB reporter in Jurkat cells; inhibition, % at 4 µM; PMA/ionomycin-induced NF-kB luciferase reporter, luminescence; 330,000 tested, 0.53% active; in the data active = inhibition above about 50%
# Mdm2 MdmX PPI – human Mdm2/MdmX binding inhibition. 330,000 tested, 3% active. inhibition, % at 8 µM. SaOS-2 split-luciferase Mdm2/MdmX complementation, luminescence. O15151+Q00987. AID 485346;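 active = inhibition of at least 50% at 8 µM in the primary screen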
# Target sequence (O15151 whole entry, looked up): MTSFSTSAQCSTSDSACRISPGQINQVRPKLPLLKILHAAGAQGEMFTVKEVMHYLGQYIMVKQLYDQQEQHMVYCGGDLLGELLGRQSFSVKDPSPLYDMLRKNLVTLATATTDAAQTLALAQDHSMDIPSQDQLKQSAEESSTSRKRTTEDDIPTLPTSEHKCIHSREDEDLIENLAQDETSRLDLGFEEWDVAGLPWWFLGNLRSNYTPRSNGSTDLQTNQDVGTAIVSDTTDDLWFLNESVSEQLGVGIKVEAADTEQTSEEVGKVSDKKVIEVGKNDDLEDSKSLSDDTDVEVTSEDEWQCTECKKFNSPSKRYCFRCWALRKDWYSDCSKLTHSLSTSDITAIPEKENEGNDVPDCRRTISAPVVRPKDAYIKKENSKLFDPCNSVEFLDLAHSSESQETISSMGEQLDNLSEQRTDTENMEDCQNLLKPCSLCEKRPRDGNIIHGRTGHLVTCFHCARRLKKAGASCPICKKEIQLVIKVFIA
# Target sequence (Q00987 whole entry, looked up): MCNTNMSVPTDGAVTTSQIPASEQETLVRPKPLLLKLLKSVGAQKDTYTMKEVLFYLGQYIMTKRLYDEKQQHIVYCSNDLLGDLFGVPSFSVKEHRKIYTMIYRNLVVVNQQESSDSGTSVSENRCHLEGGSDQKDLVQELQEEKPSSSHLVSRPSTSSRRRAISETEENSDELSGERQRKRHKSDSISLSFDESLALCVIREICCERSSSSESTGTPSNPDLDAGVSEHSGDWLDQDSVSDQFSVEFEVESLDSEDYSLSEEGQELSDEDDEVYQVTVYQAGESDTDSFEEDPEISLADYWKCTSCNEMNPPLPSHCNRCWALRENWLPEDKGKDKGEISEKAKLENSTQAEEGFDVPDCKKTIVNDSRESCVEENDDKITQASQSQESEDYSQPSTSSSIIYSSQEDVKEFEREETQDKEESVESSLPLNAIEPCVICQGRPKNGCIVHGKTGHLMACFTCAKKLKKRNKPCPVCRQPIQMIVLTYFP
# UPR CHOP act – apoptotic UPR (CHOP) activation | activation, % at 10 µM | AID 449763 | CHO-CHOP luciferase reporter, luminescence; percent of tunicamycin response over DMSO baseline | 330,000 tested, 0.34% active;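 active = at 10 µM dose, activation of 40% or more, normalized to positive control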;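 also: 100% = tunicamycin at 10 µg/mL and 0% = DMSO alone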
#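 Assay system: CHO cells with stable CHOP pathway luciferase reporter; Buffer or medium: F12 plus 10% serum; Times: 16-18 h cell attachment, then 6 h compound exposure, 37 °C; Signal: luciferase luminescence; Read-out basis: percent activation relative to tunicamycin control; Control set: tunicamycin high control, DMSO low control.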
# UPR XBP1 act – adaptive UPR (XBP1) activation. CHO-XBP1 luciferase reporter, IRE1-XBP1 UPR activation, luminescence; percent of tunicamycin response, DMSO as zero. 330,000 tested, 0.33% active. activation, % at 20 µM. AID 463104;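 active = versus positive control, 20 µM dose yields 30% or more activation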;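 also: 100% = tunicamycin at 10 µg/mL and 0% = DMSO only wells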
#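 Material – CHO cell line with stable XBP1 luciferase reporter · Buffer or medium – F12 plus 10% FBS · Compound – single point, 20 µM final compound, 1% DMSO · Schedule – 16-18 h cell attachment at 37 °C, then 6 h compound exposure · Signal – Steady-Glo luminescence read · Benchmarks – high control tunicamycin 10 µg/mL final, low control DMSO vehicle only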
# 697 NFkB inh – lowers PMA/ionomycin-induced NF-kB signal in 697 B cells; 697 B-cell NF-kB luciferase reporter, 16 h; 330,000 tested, 0.33% active; inhibition, % at 4 µM; AID 435022; in the data active = inhibition above about 35%
# tim10-1 inh – inhibits growth of tim10-1 mutant yeast; S. cerevisiae tim10-1 ts strain growth, BacTiter-Glo, 24 h; inhibition, % at 20 µM; 330,000 tested, 2.2% active; AID 463190;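 active = inhibition of at least 40%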;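 also: mutant grown at 25 °C; 0% = DMSO wells with yeast and 100% = wells holding no yeast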
# Starred values were filed as active, the others as inactive.
SMILES,tim23-1 inh,TIM10 inh,Jurkat NFkB inh,Mdm2 MdmX PPI,UPR CHOP act,UPR XBP1 act,697 NFkB inh,tim10-1 inh
N=c1oc2ccc3ccccc3c2cc1-c1nnc2n1CCCCC2,-7.2,2.5,-13.7,0.3,2.2,1.0,-9.8,1.9
COC(=O)c1cc(S(=O)(=O)NCCc2ccc(SC)cc2)c[nH]1,20.4,-0.3,17.2,14.9,1.9,-5.5,-33.7,14.0
Cc1cc(Nc2cccc(Cl)n2)n(-c2ccccc2)n1,8.4,12.5,-1.0,0.2,0.0,-0.9,-25.2,15.1
CCn1ccnc1CN1CCCC(CO)(Cc2cccc(OC)c2)C1 (stereo not drawn),13.1,-1.8,-14.8,11.5,-1.8,-1.4,-3.4,10.4
O=[N+]([O-])c1ccc(CNc2cccc(F)c2)s1,41.7,16.6,6.8,2.0,0.0,-3.2,-3.7,23.5
Cc1cc(C)nc(-n2nc(C)cc2NC(=O)CN2CCc3ccccc3C2)n1,37.0,23.1,4.3,14.2,3.4,-1.9,7.0,5.2
O=C(Nc1ccc(F)c(Cl)c1)C1CC(=O)N(Cc2ccccc2)C1 (stereo not drawn),18.8,5.6,20.1,1.6,1.1,-2.1,10.0,11.4
CC(NC(=O)CCc1ccccc1)c1cc2c(cc1Cl)OCCO2 (stereo not drawn),22.3,9.1,10.6,9.3,-0.1,-1.5,6.6,18.7
Cc1ccc(N2CC(c3nc4ccccc4n3C)CC2=O)cc1C (stereo not drawn),-14.9,-14.7,0.5,9.5,1.3,-0.7,5.2,-15.5
COc1ccc(OC)c(Nc2cc(C)nc3ccccc23)c1,-3.0,7.7,66.8*,38.9,-1.3,1.9,-37.4,-11.2
CCOc1ccc(OCC)c(NS(=O)(=O)c2cccc3nsnc23)c1,17.2,6.0,-17.7,-0.6,0.7,1.0,-28.4,35.0
Cc1cccc(OCC(=O)NCC(=O)N/N=C/c2c(C)[nH]c3ccccc23)c1,-9.2,-3.2,13.2,14.0,0.4,-3.2,7.1,6.0
COc1ccc(-c2ccc(CCC(=O)O)n2CC(=O)Nc2cccc(OC)c2)cc1,8.2,4.0,4.4,20.6,1.5,-3.2,10.3,10.2
COCCOC1CCN(C(=O)c2cc(COc3ccc(F)cc3F)on2)CC1,11.8,1.5,-10.0,22.2,0.1,-6.5,-16.2,14.6
COCCNCc1nc2sc(C)c(-c3ccccc3)c2c(=O)[nH]1,9.7,-17.2,-7.5,-0.6,-0.8,-3.9,3.8,9.1
COc1c(Br)cc(Br)cc1C(=O)Nc1ccccc1N1CCCC1,16.1,-9.5,-32.8,20.3,-1.4,-5.0,-12.5,14.7
S=C(Nc1ccc(Cl)cc1Cl)NC1CCCCC1,8.1,19.7,-35.4,-85.1,4.3,2.2,-67.5,2.9
CC(=O)Nc1ccccc1OCC(=O)c1ccc2c(c1)OCO2,15.9,1.4,-46.3,-36.6,1.8,0.8,-54.9,15.4
COC(=O)c1ccc(Cn2cnc3ccccc3c2=O)cc1,14.1,-25.0,-3.2,-6.7,-0.3,3.8,13.4,-32.1
CCNC(=O)CSc1nnc(-c2ccccc2)n1-c1ccc(OCC)cc1,6.1,23.8,4.9,11.0,-1.0,-1.5,17.6,-5.6
O=C(O)c1cc(=O)[nH]c2ccc(S(=O)(=O)Nc3ccc(F)cc3)cc12,16.8,2.3,-3.4,-13.9,0.4,-5.6,7.8,25.0
Cc1ccc(S(=O)(=O)CC(=O)Nc2ccc(S(=O)(=O)Nc3onc(C)c3C)cc2)cc1,11.1,13.6,13.1,-3.0,-0.5,-1.9,6.5,8.2
CCN1CCN(S(=O)(=O)c2ccc(OC)c(NC(=O)c3ccccc3)c2)CC1,-3.3,-9.1,-2.6,34.8,-1.9,-1.0,-5.8,-10.6
Cc1ccc(Nc2cc(=O)[nH]c(=O)[nH]2)cc1Cl,-12.9,-12.5,-3.2,26.4,0.6,1.2,1.1,-17.8
Cc1cc(C)cc(NC(=O)COC(=O)c2ccc3c(c2)OCCO3)c1,-13.3,-16.3,-3.1,25.7,-3.4,-0.5,6.6,-8.4

# 3 of the compounds above, with each value named:
Structure: COC(=O)c1ccc(Cn2cnc3ccccc3c2=O)cc1
  tim23-1 inh: 14.1	TIM10 inh: -25.0	Jurkat NFkB inh: -3.2	Mdm2 MdmX PPI: -6.7	UPR CHOP act: -0.3	UPR XBP1 act: 3.8	697 NFkB inh: 13.4	tim10-1 inh: -32.1

Structure: CCNC(=O)CSc1nnc(-c2ccccc2)n1-c1ccc(OCC)cc1
  tim23-1 inh: 6.1	TIM10 inh: 23.8	Jurkat NFkB inh: 4.9	Mdm2 MdmX PPI: 11.0	UPR CHOP act: -1.0	UPR XBP1 act: -1.5	697 NFkB inh: 17.6	tim10-1 inh: -5.6

Structure: O=C(O)c1cc(=O)[nH]c2ccc(S(=O)(=O)Nc3ccc(F)cc3)cc12
  tim23-1 inh: 16.8	TIM10 inh: 2.3	Jurkat NFkB inh: -3.4	Mdm2 MdmX PPI: -13.9	UPR CHOP act: 0.4	UPR XBP1 act: -5.6	697 NFkB inh: 7.8	tim10-1 inh: 25.0

# (more compounds)
SMILES,tim23-1 inh,TIM10 inh,Jurkat NFkB inh,Mdm2 MdmX PPI,UPR CHOP act,UPR XBP1 act,697 NFkB inh,tim10-1 inh
CCCCSc1nc(O)c(C2OC(=O)c3c2ccc(OC)c3OC)c(=O)n1-c1ccccc1 (stereo not drawn),11.0,-3.8,10.8,9.9,-1.6,-1.0,-0.1,16.6
COC(=O)C1=C(C)NC(=O)/C1=C\c1cc(C)n(-c2ccccc2C)c1C,33.8,32.5,3.9,33.6,-1.0,1.1,-0.9,38.7
COC(=O)c1cnc(Oc2ccc(NC(=O)NC(=O)c3c(F)cccc3Cl)cc2)cc1C(F)(F)F,4.3,6.6,50.4*,35.4,-0.1,1.2,-23.1,-4.1
CCN(C(=O)/C=C/c1ccc(OC)cc1)C1CCCCC1,36.3,10.6,-3.4,-27.9,2.2,-1.5,-9.9,13.6
C#CCNC(=O)C1=C[C@@H](c2coc3ccccc3c2=O)C[C@@H](OCc2ccc(CO)cc2)O1,7.6,7.6,-9.7,19.9,-0.7,-0.7,-15.9,-1.3
N#CCC(=O)c1ccccc1Oc1ccc(Cl)cc1,46.9,21.5,-1.6,12.5,0.4,-1.2,-2.7,49.8*
Cc1cccn2c(=O)c3cc(C(=O)N4CCCCC4C)sc3nc12 (stereo not drawn),17.0,2.1,-25.7,10.5,1.4,5.7,1.0,20.7
O=C(c1sc2ccccc2c1Cl)N(Cc1ccccc1Cl)C1CCS(=O)(=O)C1 (stereo not drawn),33.1,25.0,-3.5,8.2,-1.4,1.7,7.5,38.6
COc1ccc(NC(=O)COC(=O)c2ccccc2SCC(=O)N2CCCC2)cc1,-8.0,-11.5,-5.1,-9.7,0.4,0.2,19.9,-9.4
COc1cccc(C(=O)NCC(c2cccs2)N2CCOCC2)c1 (stereo not drawn),-3.4,-8.2,-0.9,8.7,5.9,-0.5,-3.6,-2.6
CC(=O)NC1C(=O)N=C(SCC(=O)NCc2ccccc2)NC1=O (stereo not drawn),5.2,2.9,19.8,-0.6,0.6,-0.3,0.5,-7.8
Cc1ccccc1CN(C)CC(=O)Nc1ccccc1-c1ccccc1,12.6,-14.9,-2.4,-13.9,1.0,-0.5,-36.0,34.3
Cc1cc(=O)[nH]c(/N=C(\N)Nc2ccc3c(c2)OCCO3)n1,-7.2,4.1,-3.9,-2.5,9.5,-3.5,19.0,-4.9
CCOc1cc(N2CCOCC2)c(OCC)cc1NC(=O)c1cc(C)nc2ccccc12,15.2,15.6,11.3,-16.5,-1.3,-0.8,-1.4,10.3
Cc1ccc(C(=O)NCC(=O)NCc2cc(=O)n(C)c(=O)n2C)cc1C,13.4,-5.2,-28.8,17.8,-0.5,-1.1,-56.5,15.5
CN(C)CCNC(=O)c1ccc(-c2nn(C)c(=O)c3ccccc23)cc1,7.6,-2.0,4.4,22.2,1.4,2.4,11.5,1.0
O=C(CSc1nc2[nH]ncc2c(=O)n1-c1ccccc1)N1CCCCCC1,-1.5,-5.9,-0.1,5.5,-0.4,-2.0,1.5,-7.0
O=C(N[C@@H]1C[C@H]2CC[C@@H]1C2)c1ccco1,12.7,4.7,-4.7,-2.2,-0.3,-3.2,-18.1,15.7
COc1ccc(O[C@H]2C=C[C@@H](c3ccccc3)O[C@@H]2CO/N=C(\C)CCC(=O)OC[C@H]2O[C@H](c3ccccc3)C=C[C@@H]2Oc2ccc(OC)cc2)cc1,10.6,5.2,27.7,13.2,1.8,-1.0,5.7,7.7
COCCCNC(=O)CN1CCN(Cc2ccccc2Cl)C1=O,4.7,-2.2,-2.5,-6.1,-2.4,-0.7,-10.0,9.2
CC(NC(=O)CCCc1ccccc1)c1ccncc1 (stereo not drawn),-11.1,-3.3,-3.8,5.0,0.3,-3.8,1.1,2.6
CCOC(=O)N1CCC(NC(=O)c2cccs2)CC1,9.1,8.8,12.4,10.5,1.7,0.6,0.8,-9.4
O=C(CSc1ncn[nH]1)c1ccco1,-1.9,-8.2,-4.4,-12.2,1.1,-0.5,2.8,2.7
CCOC(=O)N1CCN(C(=O)C2CCN(S(=O)(=O)CC)CC2)CC1,4.9,13.2,4.1,-10.2,-1.4,-2.1,9.2,12.4
CC(=O)Oc1ccc2ccccc2c1C(NC(=O)Cc1ccccc1)c1ccccc1Cl (stereo not drawn),21.9,13.4,3.2,27.8,2.0,-0.8,-3.4,20.0

# (more compounds)
SMILES,tim23-1 inh,TIM10 inh,Jurkat NFkB inh,Mdm2 MdmX PPI,UPR CHOP act,UPR XBP1 act,697 NFkB inh,tim10-1 inh
COc1cc(CNC(=O)c2ccccc2NC(=O)C2=C(C)OCCS2)cc(OC)c1OC,9.8,0.1,7.8,13.4,5.5,1.5,11.9,13.9
CCOC(=O)C1=C(C)NC(=O)NC1c1ccc2c(c1)OCO2 (stereo not drawn),4.9,-0.8,-0.5,19.3,2.6,0.3,7.6,14.9
COc1ccc(Br)cc1/C=N/NC(=O)CNC(=O)c1cccnc1,4.8,-11.7,10.2,27.0,2.8,-1.6,7.0,-5.5
c1cncc(-c2nnc3sc(C4CCCCC4)nn23)c1,5.9,9.6,12.4,9.6,0.0,2.4,9.5,9.7
O=C(CSc1nc(N2CCOCC2)nc(N2CCOCC2)n1)Nc1ccc([N+](=O)[O-])cc1,-4.9,2.1,-7.7,25.5,0.9,-0.4,-28.5,-0.4
Cc1ccsc1/C=C(/C#N)C(=O)NCc1ccccc1,-13.2,-2.1,-12.3,-25.7,3.2,3.1,-3.6,-4.6
O=C(c1n[nH]c2ccccc12)N1CCN(S(=O)(=O)c2ccc3ccccc3c2)CC1,31.1,37.7,-9.0,-11.8,1.3,-3.0,-23.5,35.2
FC(F)(F)c1cccc(N2Cc3ccccc3C2)c1,-7.4,-3.3,-10.0,-30.0,6.0,7.7,-3.1,-1.1
CCCCNC(=S)N1CCN(CC)CC1,-1.0,-1.5,5.0,18.6,-0.5,-1.2,9.0,2.8
CCN(CCS(=O)(=O)c1ccc(Cl)cc1)Cc1nc2ccccc2c(=O)[nH]1,22.8,4.3,-15.7,-13.8,1.5,1.9,8.6,4.5
COC(=O)c1ccccc1NC(=O)CN1CCN(c2ccccn2)CC1,17.4,-2.7,8.5,6.3,0.1,-3.1,4.4,0.9
CCOC(=O)c1sc(NC(=O)c2ccccc2OC)nc1C,19.3,15.2,-76.0,-219.2,0.7,-0.6,-92.9,26.6
CCN(C(=O)COC(=O)c1ccc(C)c(S(=O)(=O)N2CCCCC2)c1)C1CCS(=O)(=O)C1 (stereo not drawn),7.2,6.8,2.3,22.7,0.9,0.4,11.3,1.9
CSc1cc(-c2ccccc2)[nH]c(=O)c1C#N,1.6,2.3,10.3,15.6,0.1,-2.4,13.4,0.3
CC(C)CN(C(=O)c1ccc(N2CCCC2=O)cc1)C1CCS(=O)(=O)C1 (stereo not drawn),8.4,-7.9,-18.4,28.3,1.3,0.2,8.5,7.4
